bub3: NCI yeast anticancer drug screen, S. cerevisiae bub3 mutant strain; growth inhibition, % at 50 µM; 78,000 compounds, 9.9% hits; AID 167;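 note: 0% = growth of vehicle-only cultures of the same strain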
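Inhibition values come from growth of compound-treated mutant yeast normalised to vehicle-treated controls.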
rad50: NCI yeast anticancer drug screen, S. cerevisiae rad50 strain; growth inhibition, % at 50 µM; AID 155; 79,000 compounds, 10% hits;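 note: 0% = growth of vehicle-only cultures of the same strain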
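Yeast carrying a defined DNA repair defect were exposed to test compounds, and growth was compared with vehicle-treated controls to give percent inhibition.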
mec2-1: NCI yeast anticancer drug screen, S. cerevisiae mec2-1 strain; % growth inhibition at 50 µM; 79,000 compounds, 9% hits; AID 157;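 note: 0% = growth of vehicle-only cultures of the same strain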
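Using mec2-1 yeast: add compound, measure growth, express inhibition versus vehicle-treated cultures.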
sgs1 mgt1: NCI yeast anticancer drug screen, S. cerevisiae sgs1 mgt1 strain. % growth inhibition at 50 µM. 78,000 compounds, 10% hits. AID 161;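 note: 0% = growth of vehicle-only cultures of the same strain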
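Compounds are added to genetically altered yeast, and growth is compared with cultures given vehicle alone to give percent inhibition.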
mlh1 rad18: NCI yeast anticancer drug screen, S. cerevisiae mlh1 rad18 strain; growth inhibition, % at 50 µM; 79,000 compounds, 11% hits; AID 175;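 note: 0% = growth of vehicle-only cultures of the same strain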
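Cells of a genetically altered yeast strain, deficient in DNA damage repair, were treated with compound. Their growth was then compared with that of vehicle-treated cultures to give inhibition.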
cln2 rad14: NCI yeast anticancer drug screen, S. cerevisiae cln2 rad14 strain; growth inhibition, % at 50 µM; 78,000 compounds, 8.3% hits;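 note: 0% = growth of vehicle-only cultures of the same strain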
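Each compound was tested on cln2 rad14 yeast. Inhibition of growth was calculated against vehicle-exposed controls.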
* = called active by the depositor; & = joins results of further samples. Cut-off read from the data, not from the text of the source: active = growth inhibition above about 70%; inactive = the rest.

The line under a structure holds: bub3	rad50	mec2-1	sgs1 mgt1	mlh1 rad18	cln2 rad14
> CN(Cc1cc(Br)cc(Br)c1O)Cc1c(O)ccc2ccccc12
→ 98*	99*	99*	99*	99*	97*
> CC1(c2ccccc2)OC(=O)C=CC1=O (stereo not given)
→ 100*	99*	100*	100*	100*	99*
> O=NN(CCCl)C(=O)Nc1cc(=O)[nH]c(SCc2ccccc2)n1
→ 17	9	-4	5	67	46
> NC(=O)Nc1ccccc1
→ -5	11	-9	-8	14	-34
> COC(=O)C(=O)c1cc(C)n(C)c(=O)c1CN1C(=O)c2ccccc2C1=O
→ -12	-14	15	14	-13	-19
> NC(=O)NC1NC(=O)NC1=O (stereo not given)
→ 2	15	-4	-12	15	12
> COC(=O)c1ccc(S)c(S(=O)(=O)Nc2n[nH]c(N)n2)c1
→ -13	-44	-29	-26	-26	7
> CC(=O)Nc1cc(C(C)=O)ccc1C(C)=O
→ 0	-6	-6	6	13	2
> O=C([O-])[C+](C=Cc1cccc2ccccc12)C(=O)O
→ 3	9	-5	8	31	5
> CC(C)(C)c1cc(Cl)c(O)c(Cc2cc(C(C)(C)C)cc(Cl)c2O)c1
→ 63	67	72*	82*	70*	82*
> O=S1(=O)C2C=CCC1C(c1ccccc1)CC2 (stereo not given)
→ 17	13	13	1	0	-16
> CC(=O)N1CCC2(C=Nc3ccccc32)CC1
→ -9	2	-11	-2	-2	18
> CCCCOC(=O)Nc1ccc2c(c1)c1c3[nH]c(=O)c4cccn4c3ccc1n2CC
→ -8	-54	2	-12	-9	10
> Cc1ccc(S(=O)(=O)SCC(=O)c2ccc([N+](=O)[O-])cc2)cc1
→ 12	-10	31	25	40	27
> O=C1NCC(c2ccccc2)(C2CC2)O1 (stereo not given)
→ 5	8	7	-13	-27	-45
> CN1CCC(CNC(=O)CCCCCCCCC(=O)NCC2(c3ccccc3)CCN(C)CC2)(c2ccccc2)CC1
→ 3	2	9	14	2	4
> Cc1c(O)c(CO)c(CO)c[n+]1CC(=O)c1ccccc1
→ 8	-4	13	14	-13	-7
> CCC(CC)C(=O)OCCOc1ccccc1
→ 19	1	0	4	-2	-20
> Cc1c(C)c(C)c2cc3c(C)c(C)c(C)c(C)c3cc2c1C
→ 6	-5	-2	-8	-12	-2
> CCN(CC)C(=O)CCCC1CCCCC1
→ 44	46	13	66	27	-9

The line under a structure holds: bub3	rad50	mec2-1	sgs1 mgt1	mlh1 rad18	cln2 rad14
> CC(=O)C1=C(C)NC2C=CC=CN12 (stereo not given)
→ 7	4	-7	16	13	18
> CC(C)(S)C(NC(=O)Cc1ccccc1)C(=O)O (stereo not given)
→ 0	18	-2	7	14	-26
> Cc1cc[n+]2cc(-c3ccc(/C=N/N=C(N)N)cc3)n(C)c2c1
→ -9	23	34	19	30	29
> COC(=O)C1(F)C(=O)NC(=O)NC1OC (stereo not given)
→ 12	35	17	56	31	10
> Oc1ccc2nccnc2c1
→ 4	10	2	10	13	-2
> CN(C)C(=S)/N=c1\ss/c(=N\C(=S)N(C)C)n1-c1cccc(Cl)c1
→ 96*	96*	95*	94*	94*	81*
> Cc1ccc2nc(-c3cccc([N+](=O)[O-])c3)c(N=O)n2c1
→ 2	-1	4	1	21	-15
> O=C1CC2(C(=O)O)CC3CC2C(O1)C3I (stereo not given)
→ 14	14	11	24	21	13
> O=C(O)CSc1nc2ccccc2s1
→ -34&9	-7&-9	-10&2	-12&-1	-48&-13	-12&-29
> O=c1[nH]c(Nc2ccc(Cl)c(C(F)(F)F)c2)nc2nc[nH]c12
→ 8	18	8	-10	23	10
> COc1ccc(N2C(=O)C3CC(c4ccc(Br)cc4)c4c([nH]c5ccccc45)C3C2=O)cc1 (stereo not given)
→ 3	2	-14	6	-5	-52
> COC1=CC(=O)C2CC=CC3CC(=O)OC1C32CO (stereo not given)
→ 11	-3	-1	7	8	39
> CC(=O)c1ccccc1OB(F)F
→ 1	10	-11	9	-12	-4
> CN(C)C1=C(Sc2ccc([N+](=O)[O-])cc2)C(=O)c2ccccc2C1=O
→ -7	12	-5	23	6	-9
> CCCCCCOC(=O)C(C)(O)C(Cl)c1ccccc1 (stereo not given)
→ 9	4	0	-5	-10	4
> CCOc1ccc2nc(Cl)sc2c1
→ 96*	82*	90*	70	79*	94*
> CC1=NN(C(=O)c2ccc(Cl)cc2)C(=O)C1N=Nc1ccc(S(=O)(=O)Nc2ncccn2)cc1 (stereo not given)
→ -7	56	13	11	17	19
> CC(NNC(=S)N(C)C1CCCCC1)c1cc2ccccc2cn1 (stereo not given)
→ 84*	87*	75*	86*	83*	80*
> CC(C)C(NC(=O)NCCCl)c1ccccc1 (stereo not given)
→ 5	-4	6	0	18	-19
> COC(=O)c1ccccc1N(C)C
→ 3	1	-11	-4	1	2

Copied from the entries so far for reference:
The line under a structure holds: bub3	rad50	mec2-1	sgs1 mgt1	mlh1 rad18	cln2 rad14
> CN(C)C1=C(Sc2ccc([N+](=O)[O-])cc2)C(=O)c2ccccc2C1=O
→ -7	12	-5	23	6	-9
> CCCCCCOC(=O)C(C)(O)C(Cl)c1ccccc1 (stereo not given)
→ 9	4	0	-5	-10	4

Later entries
The line under a structure holds: bub3	rad50	mec2-1	sgs1 mgt1	mlh1 rad18	cln2 rad14
> NC(=O)C1CCC(=O)N1 (stereo not given)
→ -3	20	15	13	26	-56
> Cc1nc(=S)[nH][nH]1
→ 8	-1	17	6	1	4
> Cc1c(Cl)cccc1N=C=S
→ -1	-10	-24	15	9	12
> COC(=O)c1cc(OC)c(OC)c(OC)c1-c1cc2c(cc1C=O)OCO2
→ -27	18	-2	-14	-14	5
> Cc1ccc(S(=O)(=O)NC(=O)NCc2cccc(Cl)c2)cc1
→ 14	0	28	20	6	-16
> CC1(Cl)CC(O)C2(CC1Br)C1(C)OC1C1OC1(Br)C2(C)C (stereo not given)
→ 74*	63	59	68	63	42
> CC(=O)c1c(Br)c2c3ccccc3c3ccccc3n2c1C
→ 13	8	-3	8	15	-2
> O=C1NC(=O)C(=CN2C(=O)/C(=C/c3ccc([N+](=O)[O-])cc3)SC2=S)C(=O)N1
→ 21	0	33	41	22	20
> COc1cc2c(cc1OC)C(=O)/C(=C/c1ccc(Cl)cc1)CC2
→ 2	-13	-42	0	-25	3
> NC(=O)CCBr
→ 1	-15	20	-5	-29	-20
> C#CCI
→ 7	21	6	7	18	34
> CS(=O)(=O)c1ccc(-c2cc(-c3ccc(S(C)(=O)=O)cc3)[n+](-c3cc(-c4ccc(S(C)(=O)=O)cc4)c([O-])c(-c4ccc(S(C)(=O)=O)cc4)c3)c(-c3ccc(S(C)(=O)=O)cc3)c2)cc1
→ -21	-28	3	-30	-23	5
> O=C(c1ccccc1)c1cc(Br)c2cccc3c2c1CC3
→ 20	12	-8	-2	-3	14
> CN(C(=O)c1ccccc1)C1CCCC(=O)CC1 (stereo not given)
→ -14	-2	-10	8	-65	10
> COc1ccc(CC(=O)NCCc2ccc(OC)c(OC)c2OC)cc1
→ -11	9	-35	-30	-33	8
> O=[N+]([O-])c1ccc(N/N=C(\c2ccccc2)c2ccsc2)c([N+](=O)[O-])c1
→ 5	6	-10	5	22	-2
> COc1ccc(NC(=O)CC#N)cc1
→ -3	8	2	16	4	6
> CCc1cc(-c2ccco2)c(C#N)c(=S)n1C1OC(COC(C)=O)C(OC(C)=O)C(OC(C)=O)C1OC(C)=O (stereo not given)
→ 0	3	8	-19	34	9
> NC(=O)CCSC(N)=S
→ -20	2	-4	0	14	-31
> CCCN(CCC)S(=O)(=O)c1ccc(NC(=O)OC2CCCCC2)cc1
→ -5	37	2	24	18	13

Arranged by molecular weight (ascending): some entries from above
The line under a structure holds: bub3	rad50	mec2-1	sgs1 mgt1	mlh1 rad18	cln2 rad14
> COc1ccc(CC(=O)NCCc2ccc(OC)c(OC)c2OC)cc1
→ -11	9	-35	-30	-33	8
> CCc1cc(-c2ccco2)c(C#N)c(=S)n1C1OC(COC(C)=O)C(OC(C)=O)C(OC(C)=O)C1OC(C)=O (stereo not given)
→ 0	3	8	-19	34	9
> CS(=O)(=O)c1ccc(-c2cc(-c3ccc(S(C)(=O)=O)cc3)[n+](-c3cc(-c4ccc(S(C)(=O)=O)cc4)c([O-])c(-c4ccc(S(C)(=O)=O)cc4)c3)c(-c3ccc(S(C)(=O)=O)cc3)c2)cc1
→ -21	-28	3	-30	-23	5

Remaining list, next part:
SMILES,bub3,rad50,mec2-1,sgs1 mgt1,mlh1 rad18,cln2 rad14
COC(=O)C1(C)CCc2c(ccc3ccccc23)C1=O (stereo not given),81*,40,27,64,26,2
O=c1c2cc(S(=O)(=O)Nc3ccc(Cl)cc3Cl)ccc2ncn1NS(=O)(=O)c1cccc2ccccc12,9,11,-5,29,15,19
CCOC(=O)C(C(=O)OCC)C(C)(C)C,-4,-97,-18,-28,-9,-36
CC(C)=CCN1CC(C)C(=O)Nc2ccccc21 (stereo not given),-14,-32,-38,-31,-39,17
Cc1c[nH]c2nc(C)n(-c3ccccc3)c(=N)c12,-7,6,16,2,9,38
COc1ccc(C)cc1NC(=O)c1c(Br)c(Br)c(Br)c(Br)c1C(=O)O,7,4,-11,10,11,13
CC(=O)OC1CC(=O)OC(C)(C)C2CC(=O)C3(C)C(CCC4(C)C(c5ccoc5)OC(=O)C5OC543)C12C (stereo not given),-7,20,-18,11,21,3
N#C/C1=C(\N)CCSSSC1,10,31,26,17,0,21
COC(=O)C1(C(C)C(=O)c2ccccc2)NC(=S)NC(=O)C1C#N (stereo not given),-14,-6,-17,-35,-26,-12
CC1CCC2C(=O)OC(=O)C2C1 (stereo not given),18,6,-10,12,5,24
Oc1cc2c(cc1C(c1ccc(F)cc1)n1ccnc1)OCO2 (stereo not given),5,-1,5,-10,-1,-46
Cc1ccccc1C(=O)NC1c2ccccc2Oc2c(C)cccc21 (stereo not given),-5,-4,8,6,12,-31

SMILES,bub3,rad50,mec2-1,sgs1 mgt1,mlh1 rad18,cln2 rad14
O=C(/C=C/c1ccccc1)c1ccccc(=O)c1O,-6,-4,-8,-5,-2,-15
CCCCCC(=O)OCCCC1CCCO1 (stereo not given),2,10,6,-1,7,-11
O=C(O)c1ccc2c(c1)CC1(C2)Cc2ccccc2C1=O (stereo not given),6,-16,-5,-8,-3,-14
Clc1ccc2cc(Cl)c3ccccc3c2c1,4,-17,-24,-16,0,-21
O=C(CC(C(=O)O)C(c1ccccc1)[N+](=O)[O-])c1ccccc1 (stereo not given),6&9&-10,7&7&-4,17&-11&-5,-17&6&4,33&22&-3,-19&16&-68
O=c1c2cc(O)c(O)cc2oc2cc(O)c(C3OC(CO)C(O)C(O)C3O)c(O)c12 (stereo not given),-41,14,1,-28,-77,6
O=[n+]1ccn([O-])c2ccccc21,-8,11,8,9,21,-52
O=C1c2c(O)ccc(O)c2C(=O)c2c(O)ccc(O)c21,16,21,18,12,4,41
CCCCCCCCCCCCc1ccc(S(=O)(=O)O)cc1.[Cu+2],44,90*,65,41,66,17
CC(=O)SCC(=O)Nc1ccc(Cl)cc1,80*,88*,69,91*,92*,58
O=C(CC(O)(C(F)(F)F)C(F)(F)F)C(c1ccccc1)C(O)(C(F)(F)F)C(F)(F)F (stereo not given),83*,72*,92*,84*,94*,90*
CC1(S)CCC2CC1C2(C)C (stereo not given),-27,-16,-54,-35,-12,5
CC(O)c1ccc[n+](Cc2ccccc2)c1 (stereo not given),-12,-10,-17,-4,-13,4
CC1CCC2(CCNCC2)CC1,-5,-15,-10,-19,-7,-14
CNCC(SC)c1ccc(O)c(O)c1 (stereo not given),-31,-10,-15,-20,-3,-16

Assay outcomes from PubChem BioAssay.
